Rab2 wt GTP = modulators of GTP binding to Rab2A wildtype, primary screen, biochemical, dog, bead-based flow cytometry, multiplex. GTP binding activity, % at 10 µM. GST-Rab2 wt beads, Bodipy-GTP binding. 0.19% of 190,000 active;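 active means GTP binding activity at least 20 points away from 100%, either lowered or raised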;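 further: 0% = beads with excess unlabeled GTP and 100% = no-compound control corrected for plate trend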
Avidin fluor = green autofluorescence of compounds with avidin beads – biophysical, 488/530 nm, flow cytometry, artefact control, profiling panel | compound fluorescence 488/530 nm; active compounds read high | 0.38% of 220,000 active | fluorescence (KMESF) at 10 µM | AID 1775, 2009; in the data active means fluorescence above about 47; further: inactives centre near 10
Rab7 wt modul = modulators of GTP binding to Rab7, primary screen, biochemical, wildtype, multiplex bead flow cytometry | GST-Rab7 beads, fluorescent GTP binding; actives lie on both sides; untreated = 100%, excess cold GTP = 0% | GTP binding activity (percent of control), % at 10 µM | 0.055% of 190,000 active;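 active means fluorescent GTP binding to Rab7 beads changed by at least 20 points from the 100% baseline, either direction, mostly lower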;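 further: median green fluorescence of bound Bodipy-FL-GTP per Rab7 bead population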
HRas wt GTP = modulators of GTP binding to HRas wildtype, primary screen, biochemical, bead-based flow cytometry, multiplex; GST-Ras wt beads, Bodipy-FL-GTP binding; actives lie on both sides; GTP binding activity, % at 10 µM; 0.14% of 190,000 active; AID 759, 2007;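 active means GTP binding activity at least 20% away from the 100% baseline, either lowered as inhibitor or raised as activator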;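 further: 0% = unlabeled GTP competition control and 100% = no-compound control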
Target sequence (P01112 whole entry, looked up): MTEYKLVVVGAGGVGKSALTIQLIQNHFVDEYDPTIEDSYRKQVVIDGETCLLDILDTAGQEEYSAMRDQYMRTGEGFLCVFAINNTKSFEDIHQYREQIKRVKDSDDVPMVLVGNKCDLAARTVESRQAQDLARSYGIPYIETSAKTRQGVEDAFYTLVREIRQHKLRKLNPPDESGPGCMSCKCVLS
GSH fluor = compound fluorescence on glutathione beads, profiling panel, artefact control, biophysical, 488/530 nm, flow cytometry; GSH beads flow cytometry, compound fluorescence 488/530 nm; active compounds read high; fluorescence (KMESF) at 10 µM; 0.25% of 190,000 active; in the data active means fluorescence above about 89;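 further: glutathione beads carrying GST-tagged Bcl family fusion proteins plus one bare bead set; values are compound well signal with DMSO vehicle wells as background; inactives centre near 16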
ABCB1 block = ABCB1 efflux pump inhibitors, primary screen, cell-based, multiplex, flow cytometry, ABCG2 counter-screen; ATP-dependent translocase ABCB1 (Homo sapiens), P08183; inhibition, % at 6.6 µM; 0.067% of 190,000 active; CCRF-Adr cells, JC-1 efflux; in the data active means inhibition above about 40%;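 further: 0% = vehicle and 100% = reference inhibitor; higher value means more JC-1 retained so stronger ABCB1 efflux block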
Pf gamet viab = late stage P. falciparum gametocyte viability inhibitors, primary screen, ATP luminescence, HTS. P. falciparum stage V gametocytes, 24 h. inhibition, % at 10.9 µM. 0.065% of 150,000 active;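 active means inhibition above the mean plus 3 SD of compounds within the control limits, set per campaign, cut at about 38% in these data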;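 further: 0% = DMSO wells and 100% = medium only without gametocytes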
Cdc42 wt GTP = modulators of GTP binding to wildtype Cdc42, primary screen, biochemical, multiplex bead flow cytometry, Bodipy-GTP | Cell division control protein 42 homolog (Homo sapiens), P60953 | GST-Cdc42 beads; actives lie on both sides | percent activity (GTP binding), % at 10 µM | 0.2% of 190,000 active | AID 761, 2007;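 active means percent activity GTP binding at least 20 points away from the 100% baseline, either down as inhibitor or up as activator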;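 further: median bead fluorescence of bound Bodipy-FL-GTP at 100 nM; 0% = excess unlabeled GTP control and 100% = no compound control; below 100% means less GTP binding so inhibitor and above means activator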
Target sequence (P60953 whole entry, looked up): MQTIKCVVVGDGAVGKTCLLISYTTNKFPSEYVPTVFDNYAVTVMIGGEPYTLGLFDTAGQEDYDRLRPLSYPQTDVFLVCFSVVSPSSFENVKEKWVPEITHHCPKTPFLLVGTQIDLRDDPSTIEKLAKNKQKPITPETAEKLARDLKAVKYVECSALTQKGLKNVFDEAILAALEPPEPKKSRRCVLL
Rac1 wt GTP bind = wildtype Rac1 GTP binding modulators, primary screen, biochemical, GST-Rac1 beads, flow cytometry, multiplex | Ras-related C3 botulinum toxin substrate 1 (Homo sapiens), P63000 | fluorescent GTP binding; actives lie on both sides; 0 = cold GTP competed, 100 = untreated | GTP binding activity (% of control), % at 10 µM | 0.27% of 190,000 active;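 active means GTP binding activity at least 20 points away from the 100% control level, either lower or higher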
Rac1 mut GTP = GTP binding modulators of activated mutant Rac1, primary screen, biochemical, bead-based flow cytometry, multiplex, fluorescent GTP; 0.11% of 190,000 active; Ras-related C3 botulinum toxin substrate 1 (Homo sapiens), P63000; AID 764, 2007; GST-Rac1 activated beads; actives lie on both sides; 100% means binding = to untreated wells; percent activity (GTP binding), % at 10 µM;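 active means GTP binding at least 20 percentage points away from the 100% baseline, in either direction, so actives lie on both sides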
ABCG2 block = ABCG2 efflux pump inhibitors, primary screen, multiplex with ABCB1, IgMXP3 cells, flow cytometry | Broad substrate specificity ATP-binding cassette transporter ABCG2 (Homo sapiens), Q9UNQ0 | JC-1 efflux | inhibition, % at 6.6 µM | 0.1% of 190,000 active | AID 1325, 2008;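 active means inhibition above 80%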;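 further: 0% = DMSO and 100% = nicardipine control wells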
Target sequence (Q9UNQ0 whole entry, looked up): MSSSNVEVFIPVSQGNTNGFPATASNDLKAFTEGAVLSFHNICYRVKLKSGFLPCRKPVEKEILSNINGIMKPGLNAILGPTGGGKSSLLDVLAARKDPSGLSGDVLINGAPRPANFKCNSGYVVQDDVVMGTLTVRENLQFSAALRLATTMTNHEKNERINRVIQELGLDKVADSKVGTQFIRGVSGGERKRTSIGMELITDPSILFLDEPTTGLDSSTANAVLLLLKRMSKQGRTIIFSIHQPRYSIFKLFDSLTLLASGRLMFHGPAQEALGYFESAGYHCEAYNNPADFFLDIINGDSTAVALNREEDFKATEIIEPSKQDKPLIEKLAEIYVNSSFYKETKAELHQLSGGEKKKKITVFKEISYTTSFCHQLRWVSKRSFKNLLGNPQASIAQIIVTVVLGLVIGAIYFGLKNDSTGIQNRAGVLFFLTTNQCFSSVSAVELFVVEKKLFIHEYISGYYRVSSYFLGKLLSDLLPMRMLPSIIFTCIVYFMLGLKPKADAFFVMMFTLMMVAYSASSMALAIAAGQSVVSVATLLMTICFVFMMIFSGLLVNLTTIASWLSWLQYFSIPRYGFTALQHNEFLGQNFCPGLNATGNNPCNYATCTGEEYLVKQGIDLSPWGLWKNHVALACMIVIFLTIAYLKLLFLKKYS
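Incubation: cells with compound and JC-1, 10 min at 25 °C, rotating, no wash / Test system: IgMXP3 (ABCG2) plus far-red-tagged CCRF-Adr (ABCB1) cells / Compound dosing: one concentration, 6.6 µM final / Also added: JC-1 fluorescent substrate / Evaluation: efflux inhibition in percent versus controls / Detection: flow cytometry, 530 nm JC-1 signal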
* marks the source's active call; other numbers are inactive results; · = no result given.

Start of the listing, in advance:
SMILES | Rab2 wt GTP | Avidin fluor | Rab7 wt modul | HRas wt GTP | GSH fluor | ABCB1 block | Pf gamet viab | Cdc42 wt GTP | Rac1 wt GTP bind | Rac1 mut GTP | ABCG2 block
CN1CCN(CCCNC(=O)c2ccc(/C=C3\Sc4ccccc4N(Cc4ccccc4F)C3=O)cc2)CC1 | 95 | 6 | 100 | 94 | 17 | 0.0 | 8 | 92 | 95 | 92 | 0
O=C(CCC(=O)OCCCC(F)(F)C(F)(F)F)NC1CCCCC1 | 105 | 4 | 107 | 107 | 68 | 1.7 | · | 110 | 114 | 104 | 12
O=C(CSc1nnc(C2CC2)n1-c1ccccc1)NCCN1C(=O)CSC1=O | 98 | 8 | 107 | 95 | 15 | 3.9 | 23 | 90 | 96 | 91 | 35
O=C(Nc1nc2ccc(S(=O)(=O)N3CCCC3)cc2s1)c1cccs1 | 100 | 13 | 100 | 101 | 30 | -1.4 | -17 | 101 | 108 | 96 | 36
CCc1ccc(NC(=O)CCc2nc3ccccc3[nH]2)cc1 | 96 | 21 | 100 | 95 | 14 | 0.7 | -11 | 94 | 96 | 94 | 3

The list itself, from the first entry:
SMILES | Rab2 wt GTP | Avidin fluor | Rab7 wt modul | HRas wt GTP | GSH fluor | ABCB1 block | Pf gamet viab | Cdc42 wt GTP | Rac1 wt GTP bind | Rac1 mut GTP | ABCG2 block
CN1CCN(CCCNC(=O)c2ccc(/C=C3\Sc4ccccc4N(Cc4ccccc4F)C3=O)cc2)CC1 | 95 | 6 | 100 | 94 | 17 | 0.0 | 8 | 92 | 95 | 92 | 0
O=C(CCC(=O)OCCCC(F)(F)C(F)(F)F)NC1CCCCC1 | 105 | 4 | 107 | 107 | 68 | 1.7 | · | 110 | 114 | 104 | 12
O=C(CSc1nnc(C2CC2)n1-c1ccccc1)NCCN1C(=O)CSC1=O | 98 | 8 | 107 | 95 | 15 | 3.9 | 23 | 90 | 96 | 91 | 35
O=C(Nc1nc2ccc(S(=O)(=O)N3CCCC3)cc2s1)c1cccs1 | 100 | 13 | 100 | 101 | 30 | -1.4 | -17 | 101 | 108 | 96 | 36
CCc1ccc(NC(=O)CCc2nc3ccccc3[nH]2)cc1 | 96 | 21 | 100 | 95 | 14 | 0.7 | -11 | 94 | 96 | 94 | 3
Cn1ncc([N+](=O)[O-])c1C(=O)N/N=C/c1c[nH]c2ccccc12 | 100 | 10 | 104 | 99 | 10 | 0.4 | -28 | 96 | 100 | 98 | 0
Cc1ccc(S(=O)(=O)N2CCN(C(=O)c3ccccc3)CC2)c(C)c1NS(C)(=O)=O | 98 | 11 | 97 | 97 | 20 | 0.0 | 3 | 97 | 98 | 97 | 0
CCCCNC(=S)N/N=C/c1ccc(C#N)cc1 | 97 | 11 | 99 | 98 | 16 | 0.9 | -40 | 97 | 101 | 99 | 12
CCOC(=O)C1C(=O)NC(N2CCN(Cc3ccccc3)CC2)=NC1c1ccco1 (stereo not given) | 94 | 22 | 94 | 94 | 20 | 0.2 | 11 | 96 | 98 | 92 | 0
CCCC(=O)c1c(NCCO)cc(C)oc1=O | 97 | 9 | 93 | 98 | 16 | 0.2 | -2 | 97 | 102 | 92 | 4
Cc1ncc([N+](=O)[O-])n1CC(=O)NC1CCCC1 | 97 | 13 | 96 | 96 | 25 | 0.1 | · | 96 | 95 | 96 | 1
Cc1occc1C(=O)NCCCCNC(=O)c1ccoc1C | 97 | 7 | 96 | 98 | 29 | 0.8 | · | 99 | 97 | 98 | 3
Cc1c(NC(=O)c2cccs2)c(=O)n(-c2ccccc2)n1C | 96 | 11 | 97 | 98 | 18 | 0.3 | 14 | 98 | 100 | 99 | 1
Cn1c(Cn2nnc3ccccc32)nnc1SCC(=O)Nc1ccc2c(c1)OCO2 | 100 | 7 | 100 | 101 | 38 | -2.0 | 20 | 100 | 103 | 100 | -2
O=C(O)CCS(=O)(=O)Cc1cccc(Cl)c1 | 101 | 32 | 103 | 100 | 25 | 0.3 | · | 101 | 104 | 97 | 2
O=C(CSc1nc2ccccc2n1Cc1ccc(Cl)cc1)N/N=C/c1ccc(C(=O)O)cc1 | 101 | 10 | 97 | 101 | 11 | -0.5 | -21 | 100 | 97 | 94 | -2
CCOCCCNCc1cccc(OCc2ccc(F)cc2)c1 | 101 | 16 | 102 | 101 | 11 | 0.7 | 3 | 103 | 107 | 101 | 2
O=C(Nc1nccs1)c1sc2ccccc2c1Cl | 96 | 11 | 96 | 96 | 23 | -0.4 | · | 97 | 99 | 96 | -2
Cc1nnc(SCC(=O)N(C)c2ccccc2)n1Cc1ccccc1 | 100 | 9 | 107 | 100 | 17 | 0.8 | · | 95 | 101 | 96 | 1
CC(C)CCNC(=O)C(=O)NC1CCCC1 | 98 | 13 | 103 | 101 | 31 | 0.8 | · | 98 | 105 | 99 | 1
CCn1c(SCC(=O)Nc2oc(-c3ccccc3)c(-c3ccccc3)c2C#N)nnc1-c1ccncc1 | 94 | 7 | 96 | 99 | 37 | 0.1 | -26 | 97 | 99 | 93 | 15
CCN(Cc1ccccc1)C(c1ccc(C)cc1)c1nnnn1C(C)(C)C (stereo not given) | 93 | 13 | 97 | 94 | 55 | 0.6 | · | 93 | 92 | 93 | 2
Cc1cc(NCCCCO)n2c(nc3ccccc32)c1C#N | 100 | 36 | 101 | 98 | 12 | 0.8 | -35 | 101 | 101 | 100 | 3
Cn1c(=O)cc(SCC(=O)N2CCCC2)c2ccccc21 | 100 | 6 | 100 | 99 | 38 | 0.9 | · | 101 | 101 | 98 | 3
Cc1ccc(N(CC(=O)NCCSc2ccccn2)S(=O)(=O)c2ccc(F)cc2)cc1 | 97 | 13 | 106 | 100 | 10 | 1.2 | 4 | 94 | 99 | 95 | 1
COc1cccc(CN2C(=O)N(C(C)C)C(N(O)C(=O)NC(C)C)C2(C)C)c1OC (stereo not given) | 95 | 31 | 94 | 97 | 8 | 0.6 | 4 | 97 | 96 | 95 | 1
Cc1ccc(S(=O)(=O)N(C(=O)c2ccncc2)c2ccc(OC(=O)c3ccncc3)c3ccccc23)c(C)c1 | 98 | 6 | 98 | 98 | 40 | 9.2 | · | 98 | 103 | 101 | 16
CCCc1cc(=O)[nH]c(SCc2cccnc2)n1 | 94 | 24 | 97 | 96 | 22 | 0.5 | 8 | 96 | 100 | 97 | 2
CC1N=C2c3ccccc3N=C(SCc3cc(=O)n4cc(Cl)ccc4n3)N2C1=O (stereo not given) | 95 | 3 | 98 | 98 | 25 | 0.0 | 8 | 95 | 97 | 97 | -1
CCCOc1ccc(C2C(=O)N(C3CCCCC3)CC(=O)N2CCCOCC)cc1OC (stereo not given) | 100 | 18 | 99 | 99 | 12 | 1.5 | · | 102 | 106 | 99 | 2
CCN(CC)CCN(Cc1cc2cc(C)cc(C)c2[nH]c1=O)C(=S)NCc1ccco1 | 105 | 6 | 99 | 105 | 13 | 0.9 | -14 | 106 | 105 | 105 | 0
O=S(=O)(c1cccc(-c2nnc(SC(F)F)n2-c2ccccc2)c1)N1CCCCC1 | 95 | 15 | 97 | 97 | 39 | 1.9 | · | 95 | 91 | 94 | 3
O=C(/C=C/c1cccc(OCc2ccccc2)c1)c1cccnc1 | 98 | 20 | 98 | 96 | 11 | 0.8 | -12 | 100 | 103 | 97 | 49
Cc1nc(CC(=O)c2c(C)cc(O)cc2O)cs1 | 102 | 14 | 101 | 100 | 38 | 0.2 | · | 101 | 104 | 98 | 18
Cc1ccc(Sc2ccc(NC(=O)CCl)cc2)cc1C | 95 | 10 | 94 | 96 | 7 | · | 18 | 96 | 98 | 96 | 17
O=C(c1cccnc1)N1CCN(C(=O)c2ccccc2F)CC1 | 102 | 7 | 100 | 105 | 15 | -0.1 | -15 | 106 | 104 | 99 | -1
CC(=O)Oc1ccc(-n2c(=O)c3ccccc3c3ccccc3c2=O)cc1 | 95 | 6 | 98 | 97 | 21 | 0.1 | -2 | 95 | 94 | 95 | 0
Cc1c(Cl)cccc1N=c1c([N+](=O)[O-])nn(-c2ccccc2)n1O | 101 | 15 | 103 | 104 | 14 | -0.1 | · | 108 | 113 | 103 | 2
CCOC(=O)c1cc(=O)n(-c2ccc(Cl)cc2C)[nH]1 | 96 | 12 | 95 | 96 | 5 | -0.7 | 3 | 102 | 98 | 98 | -14
O=C(O)c1ccccc1SCC(=O)N1CCCCC1 | 103 | 4 | 102 | 104 | 5 | 0.2 | · | 108 | 109 | 104 | 1
COc1ccc(-n2c(Cc3cccn3C)nnc2SCC(=O)N2CCCc3ccccc32)cc1 | 101 | 9 | 102 | 102 | 17 | 0.6 | -32 | 102 | 103 | 100 | 1
Cc1cccc(NC(=O)CSc2nnc(Cn3nnc(-c4ccccc4)n3)n2-c2ccccc2)c1 | 100 | 19 | 96 | 101 | 28 | 1.7 | -2 | 100 | 103 | 99 | 3
CCOC(=O)CN(C(=O)CSc1nnc(-c2ccc(OC)c(OC)c2)o1)c1ccccc1 | 104 | 10 | 105 | 104 | 9 | 1.5 | · | 104 | 105 | 101 | 5
CCCOC(=O)Oc1ccc2c(=O)c(Oc3cc(C)cc(C)c3)coc2c1 | 96 | 12 | 97 | 98 | 20 | 0.2 | 20 | 102 | 101 | 96 | 1
Nc1nc(F)cc(NCc2ccccc2)n1 | 102 | · | 99 | 97 | 15 | 0.6 | -4 | 96 | 98 | 96 | 3

Compound activity (PubChem BioAssay)
